PAX8 reporter = inhibitors of PAX8-driven TPO luciferase reporter, primary screen, RMG-I cells, single concentration; AID 652154, 2013; inhibition, % at 12.6 µM; SteadyGlo, 24 h; 360,000 tested, 1.2% active;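 active = mean replicate inhibition at least 60% with every replicate also reaching 60%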;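 also: luciferase light reporting Pax8 driven TPO promoter activity; plate controls were median of neutral control wells for no effect and mitoxantrone controls for full effect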
EWS-Fli block = EWS/Fli-driven NR0B1 reporter inhibitors, primary screen, A673 cells, NR0B1 luciferase, luminescence, MLPCN library; viability-normalised; inhibition, % at 12.6 µM; 350,000 tested, 0.67% active;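 active = mean inhibition of at least 50% after viability correction, with every replicate also passing that limit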;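 also: firefly luciferase signal divided by Alamar Blue viability fluorescence both relative to DMSO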
LGR2 antag = inhibitors of bursicon-induced LGR2 CRE-luciferase signal, primary screen, cell-based, HEK293, CRE-luciferase reporter, bursicon stimulation; inhibition, % at 9.99 µM; Drosophila bursicon receptor LGR2 (rickets); 380,000 tested, 0.35% active; bursicon-stimulated, 4 h;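 active = drop in luminescence signal, shown as inhibition above about 50% in the replicate tests, limit read from the data, passing the limit was not always enough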;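 also: agonist challenge used bursicon conditioned medium at about half maximal strength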
PGC1a acetyl inh = inhibitors of PGC1a acetylation signal, primary screen, cell-based, U2OS, AlphaScreen, inhibitor mode; AlphaScreen anti-acetyl-lysine; with virally co-expressed GCN5 acetyltransferase; inhibition, % at 15.6 µM; 350,000 tested, 0.17% active;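 active = every replicate shows inhibition of at least 40%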;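 also: 0% = neutral control wells and 100% = positive control wells; some results beyond the cut were filed as inactive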
Cneo AK release = Cryptococcus neoformans cell lysis inducers, primary screen, AK release luminescence, single concentration; C. neoformans lysis, adenylate kinase release luminescence, 4 h; normalised: neutral wells 0, clomiphene wells 100; lysis activity, % at 15 µM; 360,000 tested, 0.2% active; AID 651654, 2012;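 active = mean lysis activity across replicates of at least 80%, whatever share of replicates individually reach that level; inactive = mean lysis activity below 80%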
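Material: C. neoformans cells; Schedule: 4 h static compound exposure, 37 °C, read 1 h post-reagent; Measured by: adenylate kinase release luminescence; Read-out: signal increase indicating cell lysis; Controls: Clomiphene as positive lysis control.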
miR122 inh = miR-122 Renilla sensor signal increase in Huh7, primary screen, miR-122 inhibitor project, cell-based, single point, plate reader. Huh7 miR-122 Renilla luciferase sensor, 48 h; neutral wells = 0, positive control = 100. activation (reporter increase), % at 12.5 µM. 340,000 tested, 0.3% active. AID 602342, 2012;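 active = mean replicate activation score at least 90 and every replicate individually at or above 90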;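 also: higher luciferase means less miR-122 activity so hits act as miR-122 inhibitors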
FN deposition inh = inhibitors of fibronectin matrix deposition, primary screen, AH1F cells, Alexa488-fibronectin fluorescence, plate reader | AH1F fibroblasts, overnight | inhibition, % at 12.6 µM | 350,000 tested, 0.086% active | AID 743247, 2014;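 active = mean inhibition across replicates of 30% or more, regardless of how many single replicates reach that level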;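 also: positive control wells lacked labelled fibronectin entirely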
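Material: AH1F fibroblast monolayer depositing Alexa488-labelled fibronectin into matrix / Amount: 10000 AH1F cells per well / Signal: fluorescence 485/525 nm / Medium: DMEM, 2% serum / Compound: single dose, pinned / Incubation: 1 h cell adhesion before compound, then overnight fibronectin incubation / Reagent: Alexa488-FN, 24 nM final / Read-out: inhibition of fibronectin deposition signal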
CASP6 VEID inh = human caspase-6 inhibitors, primary screen, biochemical, VEID-R110 fluorescence, single point, set 2. purified caspase-6, Z-VEID-R110 cleavage fluorescence. P55212. 350,000 tested, 0.53% active. inhibition, % at 12.5 µM;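 active = mean inhibition across replicates at least about 35%, with every replicate also reaching that limit, limit read from the data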;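 also: 0% = median of neutral control wells and 100% = no fluorescence left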
Target sequence (P55212 24-179 limits assumed): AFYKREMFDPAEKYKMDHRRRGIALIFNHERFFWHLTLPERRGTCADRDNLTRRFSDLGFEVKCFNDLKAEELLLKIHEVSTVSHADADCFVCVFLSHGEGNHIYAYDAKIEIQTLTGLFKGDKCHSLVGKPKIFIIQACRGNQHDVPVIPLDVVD
Target sequence (P55212 194-293 limits assumed): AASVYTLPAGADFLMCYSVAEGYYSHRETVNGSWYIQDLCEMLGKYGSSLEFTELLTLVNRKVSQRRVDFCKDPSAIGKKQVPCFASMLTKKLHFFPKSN
Starred values were filed as active, the others as inactive; . = not tested or not shown; & = joins results of further samples; [ ] = remark or other dose.

Order of values: EWS-Fli block, CASP6 VEID inh, Cneo AK release, FN deposition inh, LGR2 antag, PGC1a acetyl inh, PAX8 reporter, miR122 inh
#1 CO/N=C/CC(=O)c1ccc(OC)cc1
 : 2, 2, 4, ., 16, 3, -2, -2
#2 COc1cc2c(cc1OC)C(C)N(C(=O)CCc1c[nH]c3ccccc13)CC2 (configuration not stated)
 : 17, -2, 0, 13, -6, 8, 14, -7
#3 N#CC(=NCc1cccnc1)C1=C(O)c2ccccc2C1=O
 : 17, -1, -1, -3, 13, ., -12, 2
#4 O=C(NC1CCCC1)[C@@H]1CCCN1C(=O)[C@@H](NC(=O)N1CCOCC1)c1ccccc1
 : -2, 0, ., 8, 8, ., -11, .
#5 Cc1ccc(NC(=O)C2CCN(c3cnccn3)CC2)cc1C
 : -9, -2, ., -16, -8, -1, 12, .
#6 COc1ccc(Nc2nc(N3CCN(C)CC3)nc3ccccc23)c(OC)c1
 : 10, -9, ., 8, -11, ., -4, .
#7 COc1cc(NS(C)(=O)=O)cc(OC)c1OC
 : 3, -3, 1, 1, -2, 4, -20, 4
#8 COc1ccc(S(=O)(=O)N(C)C[C@@H]2Oc3ccc(NC(=O)Cc4ccccc4)cc3CC(=O)N([C@@H](C)CO)C[C@H]2C)cc1
 : 10, 0, 0, 4, 14, 5, 24, -7[16.7 µM]
#9 Cc1ccc(C(=O)NCC(=O)N2CCCN(C)CC2)cc1C
 : -5, -28, 0, -13, ., 6, -1, .
#10 CCOC(=O)N1CCC(c2cc(=O)n3[nH]c(C)c(-c4ccc(F)cc4)c3n2)CC1
 : 23, -2, 1, ., 0, 2, 14, -1
#11 COc1ccc(S(=O)(=O)N2CCCCC2)cc1NC(=O)c1ccccc1
 : 7, -1, -1, -5, -2, 10, -4, -2
#12 CC(Nc1nc2ccccc2n2cnnc12)c1ccccc1 (configuration not stated)
 : -17, 0, 1, -5, -26, 8, -21, 0
#13 O=C(c1ccc(Cl)c([N+](=O)[O-])c1)N(Cc1ccco1)C1CCS(=O)(=O)C1 (configuration not stated)
 : 15, 1, -4, 7, -6, 7, 9, .
#14 Cc1cc(C(F)(F)F)nc(Nc2nc(C)c3ccccc3n2)n1
 : ., ., 3, 1, ., 21, 11, 7
#15 CCOc1ccccc1-n1c(COc2ccccc2)nnc1SCC(N)=O
 : ., ., 0, -2, 8, -15, ., 0
#16 COc1cc(OC)c(N(C)S(=O)(=O)c2cccc(C(=O)OCC(=O)N(C)Cc3ccccc3)c2)cc1Cl
 : 1, 3, 1, 0, 24, 8, 30, 13
#17 CCc1ccc(NC(=O)C2=CC(c3ccc(OC)cc3)=NS(=O)(=O)N2C)cc1
 : 2, 1, 2, -4, 5, 19, -1, -4
#18 O=C(c1ccc2c(c1)OCO2)N1CC(=O)N2[C@H](CO)[C@H](c3ccc(C#CCC4CCCC4)cc3)[C@@H]2C1
 : -5, -1, ., ., 3, -7, 26, .
#19 C[C@@H]1CCCCO[C@H](CN(C)C)[C@H](C)CN([C@@H](C)CO)C(=O)c2cc(NC(=O)CCCN(C)C)ccc2O1
 : -16, -4, -2, -6, 2, 7, -2, 9[16.7 µM]
#20 CC1=C(C(=O)OCc2ccccc2)C(c2cccc(Br)c2)NC(=O)N1 (configuration not stated)
 : -25, -2, 1, 7, -7, 2, 16, 1
#21 Cc1csc(N(C)C(=O)CSc2nnc(COc3cccc4ccccc34)o2)n1
 : ., ., 17, -6, ., -13, ., -12
#22 C[C@@H]1CN([C@H](C)CO)C(=O)CCCn2cc(nn2)CO[C@H]1CN(C)C(=O)Nc1ccc(N2CCCCC2)cc1
 : -1&3&-2, -2&0&0, -1&-2, 0&-3, -1&27, -1&3, -17&-21, 2&-1[16.7 µM]
#23 Cc1c(C(=S)NC(=O)C2CC2)c(=O)n(-c2ccccc2)n1C
 : -4, 2, ., -11, -29, ., 24, 6
#24 Cc1ccc(NS(=O)(=O)c2cccc(C(=O)NCC(c3cccs3)N3CCOCC3)c2)cc1 (configuration not stated)
 : -22, 0, -2, 0, -12, -3, 14, 12
#25 O=C(Nc1ccsc1C(=O)O)c1ccccc1Cl
 : -4, -4, 2, 9, 18, 8, 3, 6
#26 Cc1ccc(C(=O)O)c(NC=O)c1OCc1ccccc1
 : -5, 6, -2, 1, 16, 10, -14, .
#27 O=C(NCC(F)(F)F)[C@@H]1[C@@H](CO)[C@@H]2Cn3c(cccc3=O)[C@H]1N2CC1CCCCC1
 : -6, 2, 1, ., -4, ., -10, -1[16.7 µM]
#28 CC1(OC(=O)C2CCCC2)C(=O)C=C2C=C(c3ccsc3)N(Cc3ccccc3)C=C2C1=O (configuration not stated)
 : 15, 2, -1, 1, 26, 0, -10, -2
#29 O=C(C[C@@H]1C=C[C@@H](NC(=O)Cc2ccccn2)[C@@H](CO)O1)NCCCN1CCOCC1
 : 1, -1, 1, -8, 0, 0, 0, .
#30 C[C@H](CO)N1C[C@H](C)[C@H](CN(C)Cc2ccccc2)Oc2ccc(NC(=O)Nc3ccc4c(c3)OCO4)cc2CC1=O
 : 3, ., -2, ., -7, 9, 0, -3[16.7 µM]
#31 NC(=O)c1nnn(-c2ccc([N+](=O)[O-])cc2)c1-c1ccccc1
 : -1, 4, ., -7, 10, -6, 0, .
#32 NC(=O)c1ccc(NC(=O)CCC(=O)c2cccs2)cc1
 : -10, 15, 3, 9, 1, ., 2, .
#33 CCNC(=O)C1(C)CCCN(Cc2cc3ccccc3o2)C1 (configuration not stated)
 : -11, -1, 0, -3, 7, ., -11, 0
#34 COC(=O)c1sc2nc3c(cc2c1N)C(=O)CC(C)(C)C3
 : -31, -4, 1, ., -14, -14, ., -6
#35 CCSC(=O)CCCCCCCCCCCO
 : ., ., 0, -8, ., -6, ., -5
#36 CNC[C@H]1Oc2ccc(NC(=O)Nc3ccc(F)cc3)cc2CC(=O)N([C@H](C)CO)C[C@H]1C
 : -4, -2, 2, 5, -7, -8, -14, 4[16.7 µM]
#37 CCn1c(SCC(=O)Nc2ccc(OC)cc2)nc2c1c(=O)n(C)c(=O)n2C
 : -6, -2, 0, -3, -9, ., 49, -1
#38 CC1(C)CC(=O)C(CC2=C(O)CC(C)(C)CC2=O)=C(O)C1
 : ., ., 0, 1, ., -3, ., -1
#39 CC(C)NC(=O)N(C)C[C@H]1OCCCC[C@H](C)Oc2ccc(NS(=O)(=O)c3ccc(Cl)cc3)cc2C(=O)N([C@@H](C)CO)C[C@H]1C
 : -13, 0, 0, -2, -5, -6, -30, 6[16.7 µM]
#40 N#Cc1c(C(F)(F)F)cc(-c2ccc(Cl)c(Cl)c2)nc1SCCN1CCOCC1
 : 26, 0, -1, ., ., 1, ., 3
#41 Cc1cc(C)c2c(n1)nn1c(C)c(CCC(=O)NCc3ccco3)c(C)nc21
 : 4, 4, 0, -8, -10, -8, -31, 2
#42 CN(C)/C=C(\C(=O)c1ccc(Cl)cc1)c1nnnn1-c1ccc(Cl)cc1
 : ., ., 2, 4, ., -5, 15, 3
#43 CCOC(=O)c1cc2c(OC)c(OC)ccc2c2[nH]cc(C#N)c(=O)c12
 : -8, -2, ., -10, -5, ., -5, .
#44 O=C(c1cc(S(=O)(=O)N2CCCCC2)ccc1F)N1CCCCC1
 : -3, 0, 0, ., 8, 10, ., .
#45 Cc1cc(O)cc2c1O[C@@](C)(CCC[C@@H](C)CCC[C@@H](C)CCCC(C)C)CC2
 : 1, ., -1, 2, ., -3, 3, -1
#46 CCN(CC(N)=O)S(=O)(=O)c1ccc(F)cc1
 : 4, -1, 0, ., 33, -14, -2, 2
#47 COc1cc(/C=N/NC(=O)c2cccc(S(=O)(=O)N3CCCC3)c2)ccc1O
 : 0, -2, -1, ., -5, ., -9, 5
#48 Cc1cccc(N2CCN(C(=O)CC(NC(=O)c3ccccc3Cl)c3ccccc3)CC2)c1C (configuration not stated)
 : -4, -36, -2, -11, 11, -8, 16, -2
#49 C[C@H]1CN([C@@H](C)CO)C(=O)c2cccc(NC(=O)c3ccc(-c4nccs4)cc3)c2O[C@H]1CN(C)Cc1ccc2c(c1)OCO2
 : 13, 0, -8, ., 16, -25, ., 26[16.7 µM]
#50 COc1ccccc1N1CC(C(=O)Nc2ccc(S(=O)(=O)N3CCCC3)cc2)CC1=O (configuration not stated)
 : 8, 3, -4, 9, -12, -10, 44, -1
#51 O=C(NCC(=O)N(c1ccc(Cl)cc1)C(C(=O)NC1CCCC1)c1ccncc1)c1ccco1 (configuration not stated)
 : -2, 1, 0, -5, 0, 0, -8, -1

Looked up by structure from the entries so far (7):
Order of values: EWS-Fli block, CASP6 VEID inh, Cneo AK release, FN deposition inh, LGR2 antag, PGC1a acetyl inh, PAX8 reporter, miR122 inh
#31 NC(=O)c1nnn(-c2ccc([N+](=O)[O-])cc2)c1-c1ccccc1
 : -1, 4, ., -7, 10, -6, 0, .
#33 CCNC(=O)C1(C)CCCN(Cc2cc3ccccc3o2)C1 (configuration not stated)
 : -11, -1, 0, -3, 7, ., -11, 0
#43 CCOC(=O)c1cc2c(OC)c(OC)ccc2c2[nH]cc(C#N)c(=O)c12
 : -8, -2, ., -10, -5, ., -5, .
#48 Cc1cccc(N2CCN(C(=O)CC(NC(=O)c3ccccc3Cl)c3ccccc3)CC2)c1C (configuration not stated)
 : -4, -36, -2, -11, 11, -8, 16, -2
#39 CC(C)NC(=O)N(C)C[C@H]1OCCCC[C@H](C)Oc2ccc(NS(=O)(=O)c3ccc(Cl)cc3)cc2C(=O)N([C@@H](C)CO)C[C@H]1C
 : -13, 0, 0, -2, -5, -6, -30, 6[16.7 µM]
#37 CCn1c(SCC(=O)Nc2ccc(OC)cc2)nc2c1c(=O)n(C)c(=O)n2C
 : -6, -2, 0, -3, -9, ., 49, -1
#50 COc1ccccc1N1CC(C(=O)Nc2ccc(S(=O)(=O)N3CCCC3)cc2)CC1=O (configuration not stated)
 : 8, 3, -4, 9, -12, -10, 44, -1

Source: PubChem (Broad Institute)
